Source: PubChem (Johns Hopkins Ion Channel Center)
KCNQ2 block: KCNQ2 potassium channel inhibitors, primary screen, cell-based, CHO-K1, FluxOR thallium flux, B-score (AID 2156); Potassium voltage-gated channel subfamily KQT member 2 (Rattus norvegicus), O88943; 20 min; active compounds read low; B-score at 10 µM; 1.1% of 310,000 active;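 active = fluorescence ratio B-score at most minus 3 library SDs, with starting brightness B-score within 2 library SDs, cut at about -5.5 in these data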
CHT inh: inhibitors of human choline transporter CHT; 0.86% of 310,000 active; B-score at 10 µM; CHT-expressing cells, membrane potential dye, choline response; active compounds read low; AID 488975, 2010;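 active = B-score over 3 SD under the library average, and starting fluorescence ratio not unusually high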;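 also: choline stimulus applied at its EC90 after an EC20 pre-addition; B-score computed on integrated fluorescence ratio after choline addition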
Target sequence (Q9GZV3 whole entry, looked up): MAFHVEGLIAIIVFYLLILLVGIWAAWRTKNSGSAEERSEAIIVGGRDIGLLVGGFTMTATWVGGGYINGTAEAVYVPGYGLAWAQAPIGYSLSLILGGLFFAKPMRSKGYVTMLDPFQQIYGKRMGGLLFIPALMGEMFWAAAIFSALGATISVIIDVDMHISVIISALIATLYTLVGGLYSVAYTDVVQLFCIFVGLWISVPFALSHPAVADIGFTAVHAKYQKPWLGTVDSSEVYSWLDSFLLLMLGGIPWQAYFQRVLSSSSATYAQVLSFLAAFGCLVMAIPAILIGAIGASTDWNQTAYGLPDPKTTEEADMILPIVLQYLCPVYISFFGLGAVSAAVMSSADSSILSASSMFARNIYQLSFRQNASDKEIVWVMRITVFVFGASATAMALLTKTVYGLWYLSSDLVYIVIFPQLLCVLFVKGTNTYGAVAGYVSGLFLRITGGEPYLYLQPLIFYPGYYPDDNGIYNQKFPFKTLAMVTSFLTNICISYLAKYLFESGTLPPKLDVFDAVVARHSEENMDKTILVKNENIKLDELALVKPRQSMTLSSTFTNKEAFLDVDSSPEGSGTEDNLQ
Kir21 inh: inhibitors of mouse Kir2.1 inward-rectifier potassium channel; 0.85% of 310,000 active; HEK293-Kir2.1, FluxOR thallium flux fluorescence; active compounds read low; AID 1672, 2009; B-score at 10 µM;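 active = fluorescence ratio B-score at or below minus 3 SD of library scores, with starting-brightness B-score within 2 SD, cut at about -4.2 in these data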;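 also: channel flux triggered by added potassium and thallium sulfate stimulus; B-score of peak minus minimum fluorescence over baseline after thallium stimulus; more negative B-score means stronger Kir2.1 block with less thallium influx; some compounds called inactive have numbers as strong as hits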
Target sequence (P35561 whole entry, looked up): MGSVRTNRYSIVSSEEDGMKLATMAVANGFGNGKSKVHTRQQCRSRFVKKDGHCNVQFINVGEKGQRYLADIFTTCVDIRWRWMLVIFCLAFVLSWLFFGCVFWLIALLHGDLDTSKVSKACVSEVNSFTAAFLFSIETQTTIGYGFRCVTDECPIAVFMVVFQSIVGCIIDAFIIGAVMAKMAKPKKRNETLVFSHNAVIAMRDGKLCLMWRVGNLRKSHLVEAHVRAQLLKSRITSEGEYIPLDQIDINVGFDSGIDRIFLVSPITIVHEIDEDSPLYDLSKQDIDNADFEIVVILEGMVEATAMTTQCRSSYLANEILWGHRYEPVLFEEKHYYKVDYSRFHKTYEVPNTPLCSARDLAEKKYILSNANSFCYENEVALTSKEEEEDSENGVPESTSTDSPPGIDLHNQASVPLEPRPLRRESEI
* marks the source's active call; other numbers are inactive results.

How did COc1cccc(/C=C/C(=O)OCC(=O)Nc2cccc(S(=O)(=O)N3CCOCC3)c2)c1OC do in these assays?
KCNQ2 block: inactive; CHT inh: inactive; Kir21 inh: -1.1

How did Nc1ccc(CCc2nc3ccccc3o2)cc1 do in these assays?
KCNQ2 block: inactive; CHT inh: inactive; Kir21 inh: -0.31

How did CN1C(=O)c2cccc3c(S(=O)(=O)Nc4ccccn4)ccc1c23 do in these assays?
KCNQ2 block: inactive; CHT inh: inactive; Kir21 inh: -0.12

Results for COC(=O)c1cc(C)nc(Sc2ccccc2NC(C)=O)n1 ?
KCNQ2 block: inactive; CHT inh: inactive; Kir21 inh: -1.3

Results for O=C(c1ccc(Cn2cc(Br)cn2)cc1)N1CCN(c2ccccc2)CC1 ?
KCNQ2 block: inactive; CHT inh: inactive; Kir21 inh: -0.39

How did N#CCCCSc1nnc(-c2ccccn2)o1 do in these assays?
KCNQ2 block: inactive; CHT inh: inactive; Kir21 inh: 0.8

Results for NS(=O)(=O)c1ccc(NS(=O)(=O)c2cccs2)cc1 ?
KCNQ2 block: inactive; CHT inh: inactive; Kir21 inh: 0.2

Results for COc1cc2c(cc1OC)C(c1cccs1)N(C(=O)c1cccnc1)CC2 (configuration not stated) ?
KCNQ2 block: inactive; CHT inh: -5.7*; Kir21 inh: 2.1

What do the screens show for `O=C(O)CC1S/C(=N\N=C2CCCCCC2)N(c2ccccc2)C1=O` (configuration not stated)?
KCNQ2 block: inactive; CHT inh: inactive; Kir21 inh: 0.39

Results for Cc1ccc(S(=O)(=O)N=S(CC2CC2(Cl)Cl)CC2CC2(Cl)Cl)cc1 (configuration not stated) ?
KCNQ2 block: inactive; CHT inh: inactive; Kir21 inh: -3.5

How did Cc1cccc(Cc2cnc(N3C(=N)SC(C)C3=O)s2)c1 (configuration not stated) do in these assays?
KCNQ2 block: inactive; CHT inh: inactive; Kir21 inh: 1.2

Results for COc1cc(Cl)c(C)cc1NC(=O)CSc1sc2c(O)cc(=O)[nH]c2c1C#N ?
KCNQ2 block: inactive; CHT inh: inactive; Kir21 inh: 0.95

How did Cc1cc(S(=O)(=O)NCc2ccccc2)ccc1OCC(=O)N1CCOCC1 do in these assays?
KCNQ2 block: inactive; CHT inh: inactive; Kir21 inh: -2.4

Results for O=c1cc(-c2ccccc2)nc(SCc2ccc(Cl)cc2)[nH]1 ?
KCNQ2 block: inactive; CHT inh: inactive; Kir21 inh: -1.2

Results for Cc1cc(=O)n2nc(N3CCCC(C(=O)NCc4ccccc4Cl)C3)sc2n1 (configuration not stated) ?
KCNQ2 block: inactive; CHT inh: inactive; Kir21 inh: 1.1

What do the screens show for `O=C1NCCN/C1=C\C(=O)c1cccc(Br)c1`?
KCNQ2 block: inactive; CHT inh: inactive; Kir21 inh: -1.1

How did COc1ccc(/C=N/n2cnnc2)cc1Br do in these assays?
KCNQ2 block: inactive; CHT inh: inactive; Kir21 inh: 0.42

How did O=C(NC1CCCCC1)C1CCCN1S(=O)(=O)c1cccc2nsnc12 (configuration not stated) do in these assays?
KCNQ2 block: inactive; CHT inh: inactive; Kir21 inh: -1.8

What do the screens show for `O=C(CN1C(=O)NC2(CCc3ccccc32)C1=O)c1ccccc1` (configuration not stated)?
KCNQ2 block: inactive; CHT inh: inactive; Kir21 inh: -0.18

What do the screens show for `COc1cc(C(C(=O)NC2CCCCC2)N(C(=O)Cc2c[nH]c3ccccc23)c2ccccc2C)cc(OC)c1OC` (configuration not stated)?
KCNQ2 block: inactive; CHT inh: inactive; Kir21 inh: -2.3

How did COc1ccc(Cl)cc1NC(=O)CSc1nc(-c2ccccc2)cc(=O)[nH]1 do in these assays?
KCNQ2 block: inactive; CHT inh: inactive; Kir21 inh: -0.11

Results for CC(C)c1cc(C(=O)Nc2cccc(C(F)(F)F)c2)no1 ?
KCNQ2 block: inactive; CHT inh: inactive; Kir21 inh: -0.32

What do the screens show for `O=C(Cn1nnc2ccccc2c1=O)Nc1cccc(S(=O)(=O)N2CCOCC2)c1`?
KCNQ2 block: inactive; CHT inh: inactive; Kir21 inh: 2.1

Results for O=C(COC(=O)c1cccnc1)c1ccc(Cl)cc1 ?
KCNQ2 block: inactive; CHT inh: inactive; Kir21 inh: -0.46

Results for CCC(C)NC(=O)C1CCN(S(=O)(=O)c2cccc3cccnc23)CC1 (configuration not stated) ?
KCNQ2 block: inactive; CHT inh: inactive; Kir21 inh: -0.14

How did Cc1cc(C)cc(NC(=O)Nc2ccc(S(=O)(=O)Nc3cc(C)on3)cc2)c1 do in these assays?
KCNQ2 block: inactive; CHT inh: inactive; Kir21 inh: 0.07

Results for CCC(C)Sc1ccc(-c2nc3ccc(C)cn3c2NCc2ccccc2)cc1OC (configuration not stated) ?
KCNQ2 block: inactive; CHT inh: inactive; Kir21 inh: 0.52

Results for FC(F)(F)c1cccc(N2CCN(c3ccc4nnc(-c5ccccc5)n4n3)CC2)c1 ?
KCNQ2 block: inactive; CHT inh: inactive; Kir21 inh: 0.59

How did COc1ccc(CN(C(=O)c2ccc(CN3CCOCC3)o2)C(C(=O)NCC2CCCO2)c2ccc(F)cc2)cc1 (configuration not stated) do in these assays?
KCNQ2 block: inactive; CHT inh: inactive; Kir21 inh: -0.8

Results for CCOC(=O)C1CCN(S(=O)(=O)c2cccc(-c3cn4cc(Cl)ccc4n3)c2)CC1 ?
KCNQ2 block: inactive; CHT inh: inactive; Kir21 inh: -1.3

What do the screens show for `CC(O)CNCc1ccc(-c2ccccc2)cc1` (configuration not stated)?
KCNQ2 block: inactive; CHT inh: inactive; Kir21 inh: 0.15

Results for Brc1ccc(C2CC(c3ccccc3)=Nc3ccccc3N2)cc1 (configuration not stated) ?
KCNQ2 block: inactive; CHT inh: inactive; Kir21 inh: -0.04

Results for CCCCN1C(=O)C(=O)N(c2ccccc2)C1=S ?
KCNQ2 block: inactive; CHT inh: inactive; Kir21 inh: 0.94

What do the screens show for `COc1cccc(-n2c(=O)[nH]cc(C(=O)Nc3ccc4c(c3)OCCO4)c2=O)c1`?
KCNQ2 block: inactive; CHT inh: inactive; Kir21 inh: 0.32

What do the screens show for `Cc1cccc(NC(=O)c2cc(NC(=O)c3ccccc3)ccc2N2CCCCC2)c1`?
KCNQ2 block: inactive; CHT inh: inactive; Kir21 inh: 0.66

Results for O=C(NC1CCCCCCC1)c1ccccc1O ?
KCNQ2 block: inactive; CHT inh: inactive; Kir21 inh: 0

What do the screens show for `CCOc1ccc(CC2CC(=O)NC2=O)cc1` (configuration not stated)?
KCNQ2 block: inactive; CHT inh: inactive; Kir21 inh: 0.1

Results for CC(C)(C)NC(=O)CN(C(=O)CNS(=O)(=O)c1ccc(Cl)cc1)c1ccc2c(c1)OCCO2 ?
KCNQ2 block: inactive; CHT inh: inactive; Kir21 inh: 0.38

Results for Cc1ccc(NS(=O)(=O)Cc2ccccc2)nc1 ?
KCNQ2 block: inactive; CHT inh: inactive; Kir21 inh: 0.53

Results for CCN1C(=O)NC2=C(C(=O)c3ccccc32)C1c1ccccc1F (configuration not stated) ?
KCNQ2 block: inactive; CHT inh: inactive; Kir21 inh: 0.79

How did Cc1ccccc1OCCC(=O)OCC(=O)N1CCN(S(=O)(=O)c2ccc(Cl)cc2)CC1 do in these assays?
KCNQ2 block: inactive; CHT inh: inactive; Kir21 inh: -0.51

What do the screens show for `Cc1ccc2c(C(=O)CCl)c(C)[nH]c2c1`?
KCNQ2 block: inactive; CHT inh: inactive; Kir21 inh: -0.44

How did N/C(=N\OC(=O)COc1ccc(Br)cc1Cl)c1ccccn1 do in these assays?
KCNQ2 block: inactive; CHT inh: inactive; Kir21 inh: 1.7

Results for O=C(Cn1cnc2c(nnn2Cc2ccccc2)c1=O)NCC1CCCO1 (configuration not stated) ?
KCNQ2 block: inactive; CHT inh: inactive; Kir21 inh: 1

How did c1coc(-c2nc3ccccc3nc2-c2ccco2)c1 do in these assays?
KCNQ2 block: inactive; CHT inh: inactive; Kir21 inh: 0.66

6 entries from above, sorted by formula weight, smallest number first:
What do the screens show for `CC(O)CNCc1ccc(-c2ccccc2)cc1` (configuration not stated)?
KCNQ2 block: inactive; CHT inh: inactive; Kir21 inh: 0.15

Results for COC(=O)c1cc(C)nc(Sc2ccccc2NC(C)=O)n1 ?
KCNQ2 block: inactive; CHT inh: inactive; Kir21 inh: -1.3

Results for O=c1cc(-c2ccccc2)nc(SCc2ccc(Cl)cc2)[nH]1 ?
KCNQ2 block: inactive; CHT inh: inactive; Kir21 inh: -1.2

Results for COc1cc2c(cc1OC)C(c1cccs1)N(C(=O)c1cccnc1)CC2 (configuration not stated) ?
KCNQ2 block: inactive; CHT inh: -5.7*; Kir21 inh: 2.1

What do the screens show for `O=C(Cn1nnc2ccccc2c1=O)Nc1cccc(S(=O)(=O)N2CCOCC2)c1`?
KCNQ2 block: inactive; CHT inh: inactive; Kir21 inh: 2.1

Results for CC(C)(C)NC(=O)CN(C(=O)CNS(=O)(=O)c1ccc(Cl)cc1)c1ccc2c(c1)OCCO2 ?
KCNQ2 block: inactive; CHT inh: inactive; Kir21 inh: 0.38

Next structures:
Results for CCOC(=O)N1CCN(S(=O)(=O)c2ccc3[nH]cc(C(=O)O)c(=O)c3c2)CC1 ?
KCNQ2 block: inactive; CHT inh: inactive; Kir21 inh: -0.02

What do the screens show for `CN(c1cccc(NC(=O)c2ccc(N(C)S(=O)(=O)c3ccccc3)cc2)c1)S(C)(=O)=O`?
KCNQ2 block: inactive; CHT inh: inactive; Kir21 inh: 0.6

Results for CCOC(=O)N1CCN(C(=O)CSc2ccc(C(F)(F)F)cc2[N+](=O)[O-])CC1 ?
KCNQ2 block: inactive; CHT inh: inactive; Kir21 inh: -2.9

Results for COc1cc(C(=O)N/N=C(\Cc2ncc[nH]2)c2ccccc2)cc(OC)c1OC ?
KCNQ2 block: inactive; CHT inh: inactive; Kir21 inh: 0.02

How did COc1ccc2c(C)cc(N3CCN(Cc4ccccc4)CC3)nc2c1 do in these assays?
KCNQ2 block: inactive; CHT inh: inactive; Kir21 inh: -1.9

How did CCCOc1ccccc1/C=N/NC(=O)C1CC1 do in these assays?
KCNQ2 block: inactive; CHT inh: inactive; Kir21 inh: 3

What do the screens show for `COCCCNC(=O)CN(c1ccc(Cl)c(Cl)c1)S(C)(=O)=O`?
KCNQ2 block: inactive; CHT inh: inactive; Kir21 inh: 0.28

Results for COc1ccccc1OCCOCCOc1ccc(C)cc1Br ?
KCNQ2 block: inactive; CHT inh: inactive; Kir21 inh: -1.3

Results for Cc1nn(-c2ccccc2)c(C)c1/C=N/N1CCN(c2ccccn2)CC1 ?
KCNQ2 block: inactive; CHT inh: inactive; Kir21 inh: -0.38

How did COCCN1C(=O)c2ccc(C(=O)Nc3cccnc3)cc2C1=O do in these assays?
KCNQ2 block: inactive; CHT inh: inactive; Kir21 inh: 0.75

How did Cc1ccc(NC(=S)NNC(=O)Cn2nc(C(F)F)cc2C(F)F)cc1 do in these assays?
KCNQ2 block: inactive; CHT inh: inactive; Kir21 inh: 0.66

What do the screens show for `CCOc1ccc(NC(=O)CCN2CCN(S(=O)(=O)c3ccc(Cl)cc3)CC2)cc1`?
KCNQ2 block: inactive; CHT inh: inactive; Kir21 inh: 0.79

Results for O=C(COC(=O)Cc1ccc(S(=O)(=O)N2CCOCC2)s1)NCc1ccc(Cl)cc1 ?
KCNQ2 block: inactive; CHT inh: inactive; Kir21 inh: -2

How did COc1ccc(N2C(=O)CC(N3CCCCC3)C2=O)cc1 (configuration not stated) do in these assays?
KCNQ2 block: inactive; CHT inh: inactive; Kir21 inh: 0.11

What do the screens show for `COc1ccc(OC)c(S(=O)(=O)NCc2csc(-c3ccccc3)n2)c1`?
KCNQ2 block: inactive; CHT inh: inactive; Kir21 inh: -4.2*

Results for COc1cccc(/C=N/N=C(\N)c2nonc2N)c1O ?
KCNQ2 block: inactive; CHT inh: inactive; Kir21 inh: -1.1

How did O=S(=O)(c1ccccc1)N1CCN(c2nnc(-c3ccccc3)c3ccccc23)CC1 do in these assays?
KCNQ2 block: inactive; CHT inh: inactive; Kir21 inh: 1.8

What do the screens show for `Cc1cc(C(=O)CN2CCCC(C)C2)c(C)n1-c1ccc(F)cc1` (configuration not stated)?
KCNQ2 block: inactive; CHT inh: inactive; Kir21 inh: 0.6

What do the screens show for `CCCS(=O)(=O)N1CCCC(C(=O)NCCCN2CCN(c3cccc(Cl)c3)CC2)C1` (configuration not stated)?
KCNQ2 block: inactive; Kir21 inh: -0.31

How did CCCC(C)NC(=O)COc1ccc(S(=O)(=O)N2CCCC2)cc1 (configuration not stated) do in these assays?
KCNQ2 block: inactive; CHT inh: inactive; Kir21 inh: 0.43

Results for O=C(O)c1ccc(NS(=O)(=O)c2cccc3nsnc23)cc1 ?
KCNQ2 block: inactive; CHT inh: inactive; Kir21 inh: -0.03

Results for O=C(Nc1cccc(CNCCc2c[nH]c3ccccc23)c1)c1ccccc1Cl ?
KCNQ2 block: inactive; CHT inh: -6.3*; Kir21 inh: -2.1

How did Clc1ccc(OCc2nn3c(-c4ccccc4)nnc3s2)c(Cl)c1 do in these assays?
KCNQ2 block: inactive; CHT inh: inactive; Kir21 inh: -0.32

Results for COc1ccc(C(=O)NCC(=O)OC2CCCCC2=O)cc1 (configuration not stated) ?
KCNQ2 block: inactive; CHT inh: inactive; Kir21 inh: -0.75

Not a hit list; overall some 2.6% were active at least once.
